# S1P3 antag: S1P3 (human) receptor antagonism. inhibition, % at 4.98 µM. Q99500. 0.27% of 170,000 active. CHO S1P3 NFAT-BLA reporter, FRET fluorescence, antagonist mode;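 active means inhibition above the plate cutoff, the mean inhibition of test wells on that plate plus 3 SD, cut at about 28% in these data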;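 further: cells challenged with S1P at its EC80 of 0.8 µM; blue over green emission ratio from cleaved BLA substrate after 4 h stimulation; 0% = S1P-stimulated wells and 100% = unstimulated DMSO-only wells; some compounds past the cut are filed as inactive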
# Target sequence (Q99500 whole entry, looked up): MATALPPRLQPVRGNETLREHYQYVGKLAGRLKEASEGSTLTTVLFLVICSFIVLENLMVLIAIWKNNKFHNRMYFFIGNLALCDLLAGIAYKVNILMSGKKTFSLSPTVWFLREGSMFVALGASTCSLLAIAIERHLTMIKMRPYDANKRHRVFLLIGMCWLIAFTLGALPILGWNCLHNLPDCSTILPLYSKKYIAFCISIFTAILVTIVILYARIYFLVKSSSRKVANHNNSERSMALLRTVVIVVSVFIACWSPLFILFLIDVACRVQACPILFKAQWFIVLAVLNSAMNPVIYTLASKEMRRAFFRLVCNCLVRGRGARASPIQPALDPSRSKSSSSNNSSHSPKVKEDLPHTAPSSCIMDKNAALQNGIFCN
# ROMK mod: modulators of human ROMK potassium channel | 2% of 130,000 active | Tet-inducible ROMK, thallium flux fluorescence; actives lie on both sides | P48048 | B-score at 10 µM;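 active means signal ratio slope over the read window, or its plate-corrected B-score, at least 3 SD from the plate mean, either direction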;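 further: B-score of the F/F0 ratio slope over 7 to 12 s after thallium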
# Target sequence (P48048 whole entry, looked up): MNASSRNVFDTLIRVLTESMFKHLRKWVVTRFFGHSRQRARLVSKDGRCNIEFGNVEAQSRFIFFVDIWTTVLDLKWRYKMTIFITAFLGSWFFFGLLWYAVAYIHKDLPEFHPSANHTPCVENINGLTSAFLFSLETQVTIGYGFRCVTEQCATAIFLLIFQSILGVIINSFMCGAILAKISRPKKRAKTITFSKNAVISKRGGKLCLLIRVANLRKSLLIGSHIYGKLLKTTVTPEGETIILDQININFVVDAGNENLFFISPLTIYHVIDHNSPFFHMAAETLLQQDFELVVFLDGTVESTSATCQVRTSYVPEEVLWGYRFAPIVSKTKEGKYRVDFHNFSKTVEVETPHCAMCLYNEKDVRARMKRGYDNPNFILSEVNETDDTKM
# * hit, by the source's call.
SMILES | S1P3 antag | ROMK mod
O=[N+]([O-])c1ccc(-c2nn(-c3ccccc3)cc2/C=N/n2c(-c3cccs3)n[nH]c2=S)cc1 | 2.9 | 0.893
CC1CC(C)CN(C(=O)C(Cc2ccccc2)n2cccc2)C1 (stereo not drawn) | -0.9 | -0.258
COc1cc(C(=O)NCC(=O)N/N=C/c2c(C)[nH]c3ccccc23)cc(OC)c1OC | 14.4 | -0.161
Cn1c(=O)[nH]c(=O)c2c1nc(N/N=C/c1cccnc1)n2Cc1ccc(Cl)cc1 | -4.1 | -0.0311
COc1cc([N+](=O)[O-])ccc1-c1ccc(/C=N/NC(=O)c2ccccc2O)o1 | -3.3 | -0.764
O=C(O)c1nccnc1C(=O)Nc1ccccc1-c1ccccc1 | 8.4 | 1.59
CC(C)c1ccc(NC(=O)COc2ccc(C3SCCS3)cc2)cc1 | -3.1 | 0.848
CSc1nc(N)nc(C(C)C)n1 | 3.8 | -0.0772
Cc1[nH]c(=O)[nH]c(=O)c1/C=N/NC(=O)[C@@H](N)CC(C)C | 0.1 | 0.301
COc1ccc(C2c3c(-c4ccccc4O)n[nH]c3C(=O)N2Cc2ccco2)cc1 (stereo not drawn) | 5.2 | -0.771
N#CCCN(Cc1cccs1)C(=O)Nc1ccccc1 | 14.3 | 0.504
CC(c1ccccc1)c1nnc(NC(=O)c2ccc3c(c2)OCO3)s1 (stereo not drawn) | 0.3 | -0.737
CCOc1ccc(N=C(C)C2=C(O)c3ccccc3C2=O)cc1 | -10.9 | 0.061
CC(C)(C)NC(=O)c1cccc2c1C(=O)c1ccccc1-2 | -4.3 | -0.241
Cc1nn(-c2ccccc2)nc1C(=O)NNC(=O)c1ccc(C(F)(F)F)cc1 | 6.1 | 1.61
COCCCNc1nc(N)c([N+](=O)[O-])c(Nc2ccccc2OC)n1 | -12.9 | 0.895
CCOC(=O)c1c(CN2CCN(C)CC2)n(-c2ccccc2)c2cc(Br)c(O)cc12 | -10.0 | -2.56
COc1ccc(Oc2ccc(S(=O)(=O)N3CCCCC3)cc2S(=O)(=O)N2CCCCC2)cc1 | 4.9 | -5.71*
O=C(Nc1ccccc1C(=O)N/N=C/c1ccc(O)cc1)c1ccccc1 | -12.1 | -0.498
COc1ccc(OC)c(/C=N/NC(=O)c2ccc3nc[nH]c3c2)c1 | -14.4 | -0.000843
O=C(NCc1ccc(Cl)cc1)c1ccc(CNc2c(N3CCCC3)c(=O)c2=O)cc1 | 8.2 | 0.704
Cc1ccccc1Cn1c2ccccc2c2cnn(CC(=O)NCc3ccco3)c(=O)c21 | 11.8 | 0.337
CCCCNC(=O)N(O)C1N(/N=C/c2cccnc2)C(=S)SC1(C)C (stereo not drawn) | 5.2 | 1.11
Cc1cc(C)c(O)c(-c2cc(C(=O)NCCc3ccc(S(N)(=O)=O)cc3)[nH]n2)c1 | -7.5 | 0.92
NCCNc1ccc([N+](=O)[O-])cc1 | -7.3 | 0.57
O=C(Nc1ccc(C(F)(F)F)cn1)Nc1cccs1 | 4.6 | 0.352
Fc1ccc(CSc2nnc(-c3ccco3)o2)cc1 | -5.0 | 0.123
N/C(COc1cccc(Cl)c1)=N\O | -5.5 | 0.71
O=[N+]([O-])c1ccc2c(c1)N([O-])C1(CCCCC1)[N+]2=O | -13.2 | -1.89
COc1cc2nc(Cl)nc(NCCO)c2cc1OC | 5.7 | 1.34
COc1cccc2c(=O)n(CC(=O)NCCc3ccccc3)ccc12 | 3.9 | 0.832
Cc1cc(C)cc(OCC(=O)O/N=C(\N)c2cccnc2)c1 | 3.6 | 0.179
COc1ccc(CCNC(=O)CSCC(=O)Nc2ccccc2)cc1OC | -13.9 | 0.361
Fc1ccc2[nH]c3c(N4CCc5ccccc5C4)ncnc3c2c1 | 11.4 | 1.68
CC(=O)N/C(=C\c1ccc2c(c1)OCO2)C(=O)NC(C(=O)O)c1ccccc1 (stereo not drawn) | 18.4 | -0.0862
Cc1ccc2nc(SCC(=O)N3CCN(c4ccccc4)CC3)[nH]c2c1 | -7.7 | -1.4
CC1(C)C(=O)OC(/C=C/c2cccc([N+](=O)[O-])c2)C(C)(C)C1=O (stereo not drawn) | -8.0 | 0.376
COc1ccc(CNC(=O)C(Cc2ccccc2)n2cccc2)cc1 (stereo not drawn) | 6.6 | -1.61
CC(C)c1nc2sc3c(=S)nc[nH]c3c2c2c1CCC2 | -16.9 | 5.21*
Cc1cccc(-c2nc(C#N)c(NCC3CCCO3)o2)c1 (stereo not drawn) | -8.1 | -0.92
O=C1CSC(c2cccnc2)N1CC1CC1 (stereo not drawn) | 0.4 | -0.428
Cc1ccc(/C=C/C(=O)c2ccccc2O)cc1 | -11.9 | 0.018
Cc1cc(C)c2nc(C)cc(Nc3ccc(C(=O)N(C)C)cc3)c2c1 | -4.1 | 0.568
CN(C(=O)CSc1cc(C(=O)c2nccn2C)c2ccccc2n1)c1ccccc1 | 3.1 | 0.113
O=C1CC(CSc2ccc(Cl)cc2)=NN1 | 6.3 | -0.137
COc1ccc2nc(-c3ccc(Cl)cc3)cc(C(=O)O)c2c1 | 4.4 | -0.0144
CCCCCn1c2c(c(=N)c3ccccc31)CCC2 | -3.0 | -1.43
CC(C)(C)c1cc(C(=O)NN)n(Cc2ccc(Cl)cc2Cl)n1 | -4.6 | 0.03
CCN(CC)c1ccc(/C=N/NC(=O)c2cc(C)nc3ccccc23)cc1 | 13.7 | -0.201
Cc1ccc(N(C)C(=O)c2ccc(CNc3c(N4CCC(C)CC4)c(=O)c3=O)cc2)cc1 | -7.2 | -1.61

# 3 of the entries above in order of the S1P3 antag value, rising.
SMILES | S1P3 antag | ROMK mod
COc1cccc2c(=O)n(CC(=O)NCCc3ccccc3)ccc12 | 3.9 | 0.832
O=C(Nc1ccc(C(F)(F)F)cn1)Nc1cccs1 | 4.6 | 0.352
COc1cc(C(=O)NCC(=O)N/N=C/c2c(C)[nH]c3ccccc23)cc(OC)c1OC | 14.4 | -0.161

# (further entries)
SMILES | S1P3 antag | ROMK mod
CN(C)c1ccc(/C=N/NC(=O)c2ccc3nc[nH]c3c2)cc1 | -15.0 | 0.553
O=[N+]([O-])c1cc(Br)cc(C=Nc2ccc3c(c2)OCO3)c1O | 2.9 | 0.784
CC1(C)Cc2nc3sc(C(N)=O)c(N)c3cc2CO1 | 10.0 | 1.58
Cc1ccccc1N1CC2=C(C1=O)C(c1ccccc1)NC(=O)N2C (stereo not drawn) | 0.6 | 0.0621
CN(C)c1ccc(C(=O)N2CCN(c3cc(C(F)(F)F)nc4ccccc34)CC2)cc1 | -8.7 | 0.0411
O=C(Nc1ccccc1C(=O)Nc1nncs1)c1ccccc1 | -0.8 | 0.0107
COc1cc(Nc2ncnc(N)n2)cc(OC)c1 | 5.1 | -0.0896
C=CCNc1nc(N)c([N+](=O)[O-])c(NCCO)n1 | -10.5 | -0.018
COc1ccccc1Cn1c(C)nc2ccccc21 | 3.3 | -1.52
O=C(CN1c2ccccc2Sc2ccccc21)NNC(=O)Nc1ccc(Cl)cc1 | -1.5 | 0.275
CCCC(=O)Nc1ccc2c(c1)nc(CCNC(=O)c1ccco1)n2C | -13.0 | 0.202
COc1ccccc1Cn1c(CO)nc2ccccc21 | 12.9 | -0.0262
CN(C)C=Nc1ccccc1C1C=NNC1=O (stereo not drawn) | -5.4 | 0.0771
Cc1ccc(S(=O)(=O)N2CCOC2CNC(=O)C(=O)NCCc2ccc(S(N)(=O)=O)cc2)cc1 (stereo not drawn) | -9.1 | 1.14
CCC1(C(=O)OC)CCc2c(cc(OC)c3ccccc23)C1=O (stereo not drawn) | 2.2 | -0.0947
CCOc1ccc(NC(=O)C2CCC(CNc3c(N4CCCCC4)c(=O)c3=O)CC2)cc1 (stereo not drawn) | 8.3 | 1.26
O=C(Cn1cnc2ccccc2c1=O)NNC(=O)c1ccccc1 | -15.9 | 0.461
CC1CCc2c(sc(NC(=O)CSc3ncn[nH]3)c2C#N)C1 (stereo not drawn) | -13.3 | -0.579
COc1ccccc1/C=C/C=N/n1c(-c2cc(-c3ccccc3)n[nH]2)n[nH]c1=S | 3.7 | 0.0953
NNC(=S)Nc1ccc(OC(F)(F)F)cc1 | -17.1 | -0.0354
CC1CCCCN1S(=O)(=O)c1cccc(S(=O)(=O)N2CCOCC2)c1 (stereo not drawn) | -2.4 | 0.633
NNC(=O)c1nc(-c2cccc(-n3cccc3)c2)no1 | 5.6 | -0.975
Cc1nc(C)c(C(=O)O)c(-c2ccsc2)c1C(=O)O | 4.8 | -1.14
COCCN1Cc2cccc(C(=O)NCCCN3CCCC3=O)c2C1=O | -0.5 | 0.514
CC(/C=N/NC(=O)CNc1n[nH]c(=O)[nH]c1=O)c1ccccc1 (stereo not drawn) | -10.3 | 0.225
COC(=O)c1sccc1NC(=O)CC1C(=O)NCCN1C(=O)Nc1ccc(C(F)(F)F)cc1 (stereo not drawn) | 3.6 | 0.711
CCc1ccc(/C=N/NC(=O)Cc2cccn2C)cc1 | 4.7 | 0.0653
Cn1c(OCc2cccnc2)nc2c1c(=O)n(Cc1ccc(F)cc1)c(=O)n2C | -14.0 | -2.1
CCOC(=O)CNC(=O)Cc1ccc(OC)cc1 | 15.1 | -0.422
COc1cc(NC2c3ccccc3C(=O)N2Cc2ccccc2)cc(OC)c1OC (stereo not drawn) | -1.4 | -0.856
Cc1csc2sc(-c3ccnc(SCC(=O)NCc4ccccc4)n3)c(C)c12 | -0.7 | 1.23
CC1(N(O)/C=C2\C=CC=CC2=O)CCCCC1=O (stereo not drawn) | -4.3 | 1.46
O=C(CCn1c(=S)oc2ccccc21)NC1CCCCC1 | -4.1 | 0.114
O=C(CCCN1C(=O)c2cccc3cccc(c23)C1=O)Nc1nccs1 | 4.5 | -0.95
CC1S/C(=N/N=C/c2cccc([N+](=O)[O-])c2)NC1=O (stereo not drawn) | 4.4 | 1.51
CCN(CC)CCOC(=O)c1ccc(N/C=C(/C#N)c2nc(-c3cccc(OC)c3)cs2)cc1 | 19.7 | 0.207
CC(C)CNS(=O)(=O)c1cc(C(=O)O)c(Cl)cc1Cl | -11.7 | 1.57
O=C(O)c1ccccc1C(=O)NCCc1c(C(=O)O)[nH]c2ccc(F)cc12 | -5.5 | 0.105
CCCCOc1ccc(CSc2nc(C)[nH]c2[N+](=O)[O-])cc1[N+](=O)[O-] | -3.8 | -0.123
N#Cc1ccc(C(=O)CSc2n[nH]c(=O)n2Cc2ccco2)cc1 | 1.9 | -0.526
O=C1c2ccccc2N2C(=O)c3ccccc3C2N1Cc1ccccc1 (stereo not drawn) | -8.7 | -0.467
COC(=O)Cc1c(C)c2ccc(OC(C)C)cc2oc1=O | 8.8 | 1.3
Cc1cccc(NC(=O)c2cc3c(s2)-c2c(C)cccc2OC3)n1 | -9.2 | 0.101
COc1ccc(-n2c3c(c(=O)[nH]c2=O)C(NS(=O)(=O)c2ccc(Cl)cc2)(C(F)(F)F)C(=O)N3)cc1 (stereo not drawn) | 2.3 | -0.713
Cc1csc2c(=O)sc(NC(=O)c3ccco3)nc12 | -6.1 | 0.775
Cc1cc(C)cc(N(CC(=O)NC2CCCCCC2)S(=O)(=O)c2c(C)[nH]c(=O)[nH]c2=O)c1 | 4.6 | -0.448
O=C1NC(=S)N/C1=C\C=C\c1ccccc1 | -6.5 | 0.119
C/C(=N\NC(N)=S)c1ccccc1 | -8.2 | -1.11
COc1ccc(C2CC(=O)c3cnc(N4CCc5ccccc54)nc3C2)cc1OC (stereo not drawn) | 8.4 | 1.23
COc1ccccc1CNC(=O)CCc1c(C)nc2cc(-c3ccccc3OC)nn2c1C | -3.0 | 0.11

# An excerpt of these results, with values under each structure.
# Value order: S1P3 antag, ROMK mod
Cc1cc(C)cc(N(CC(=O)NC2CCCCCC2)S(=O)(=O)c2c(C)[nH]c(=O)[nH]c2=O)c1
→ 4.6, -0.448
O=C1NC(=S)N/C1=C\C=C\c1ccccc1
→ -6.5, 0.119
C/C(=N\NC(N)=S)c1ccccc1
→ -8.2, -1.11

# The list goes on:
SMILES | S1P3 antag | ROMK mod
COC(=O)C/C=N/N=C1/NC(=O)/C(=C/C(=O)O)S1 | 14.3 | 0.166
COC(Cn1c2c(c3cc(C)ccc31)CCCC2NCc1ccccc1)OC (stereo not drawn) | 0.7 | -3.88*
O=c1[nH]c(=S)n(-c2cccc(Cl)c2)c(O)c1/C=N/N1CCOCC1 | 6.2 | 0.0135
O=C(/C=C/c1ccccc1)NC(=S)NNC(=O)c1cnccn1 | 19.5 | 0.388
CCn1cc(C(=O)O)c(=O)c2cc(F)c(N3CCN(C(=S)NC(=O)c4cccc(C)c4)CC3)cc21 | -7.1 | -1.03
CN(C)/C=C1\Cc2ccccc2C1=O | 1.9 | 0.18
COC(=O)c1c(-c2c(Cl)cccc2Cl)noc1C(=O)NNC(=O)N(C)C | -10.9 | -0.228
CC(C)(C)OC(=O)NCCc1nnc(SCC(=O)Nc2ccc(Br)cc2)o1 | 19.6 | -0.287
Cc1[nH]n(-c2ccccc2)c(=O)c1C=Nc1ccc(S(N)(=O)=O)cc1 | -1.3 | -0.963
COc1ccc(Nc2cc(=O)n(-c3ccccc3)c3c2c(=O)n(C)c(=O)n3C)cc1 | 7.3 | -0.196
COc1ccccc1NC(=O)Nc1nn(C)c2cccc(N(C)C)c12 | 10.9 | 0.0605
Nc1nnc(CC(=O)N/N=C/c2ccccc2OCc2ccc(F)cc2)s1 | -6.8 | -0.684
O=[N+]([O-])c1cccc(P(=O)(O)c2cccc([N+](=O)[O-])c2)c1 | -7.5 | 0.184
O=c1[nH]c(O)c(C=Nc2ccc(Cl)cc2Cl)c(=O)[nH]1 | -4.5 | 0.311
COC(=O)c1cccc(/C=N/NC(N)=S)c1O | -13.0 | -0.0103
CCOC(=O)c1c(C)nc2c(c1-c1cc(OC)ccc1OC)C(=O)CC(C)(C)C2 | 13.1 | 0.873

# A portion of the library; rates above refer to the full screens.
